GPR35 arrestin U2OS: inhibition of zaprinast-stimulated GPR35 beta-arrestin translocation – imaging, U2OS, beta-arrestin-GFP, zaprinast agonist, primary screen (AID 2058) | U2OS GPR35 beta-arrestin-GFP translocation imaging, zaprinast antagonism; higher % means a stronger effect | 290,000 tested, 0.052% active | inhibition, % at 10 µM; hits with a dose series show IC50 in µM;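 active = inhibition of at least 50% with at least 30 cells and total cytoplasm GFP at most 10,000,000; inconclusive = under 30 cells or total GFP of 10,000,000 plus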
GPR55 activation: GPR55 agonists via beta-arrestin recruitment, primary screen, imaging, U2OS cells, beta-arrestin-GFP redistribution (AID 1961) | U2OS GPR55 beta-arrestin-GFP redistribution imaging; higher % means a stronger effect | one-dose activation, % at 10 µM; EC50 in µM for titrated hits | 290,000 tested, 0.048% active;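 active = activation above 40% with more than 50 cells counted in the well; inconclusive = wells holding fewer than 50 cells, flagged as toxic or sparse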;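 note: U2OS osteosarcoma cells stably expressing GPR55 and beta-arrestin-GFP; plate controls were DMSO negative control for no effect and LPI positive control for full effect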
SIAH1 antagonists: Siah-1 peptide-binding antagonists, primary screen, biochemical, fluorescence polarization, rhodamine-plectin, uHTS (AID 1817) | Siah-1 / rhodamine-plectin peptide fluorescence polarization; higher % means a stronger effect | displacement, % at 20 µM; hits with a dose series show IC50 in µM | 290,000 tested, 0.02% active;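 active = displacement of at least 50% at 20 µM, with a fluorescence ratio check between 0.3 and a set limit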;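 note: plate controls were Siah plus tracer with DMSO for no effect and tracer alone without Siah for full effect; strong numbers were not always called active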
GPR55 LPI antagonism: inhibition of LPI-stimulated GPR55 beta-arrestin translocation – imaging, U2OS, beta-arrestin-GFP, LPI agonist, primary screen (AID 2013). inhibition, % at 10 µM, or IC50 in µM where a hit was titrated. U2OS GPR55 beta-arrestin-GFP translocation imaging, LPI antagonism; higher % means a stronger effect. 290,000 tested, 0.13% active;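 active = spots per cell inhibited over 60%, with over 100 cells counted and total cytoplasm intensity under 500,000; inconclusive = wells with under 100 cells, flagged as likely toxic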;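 note: U2OS cells stably carrying GPR55 and arrestin-GFP stimulated by 5 µM LPI near EC80; imaged beta-arrestin-GFP aggregate spots per cell after agonist stimulation; plate controls were LPI-stimulated DMSO wells for no effect and DMSO wells without LPI for full effect; some results filed as inactive read as strong as hits; confirmed hits need IC50 under 10 µM and bright autofluorescent wells are also inconclusive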
HIV fusion peptide: inhibitors of HIV fusion peptide binding, primary screen, biochemical, uHTS, fluorescence dequenching (AID 1986). cell-free peptide binding, fluorescence dequenching, 30 min; higher % means a stronger effect. inhibition, % at 20 µM, or IC50 in µM where a hit was titrated. 290,000 tested, 0.3% active; in the data active = inhibition mostly above about 52%, no sharp cut-off; inactive = mostly below about 76%; note: some results filed as inactive read as strong as hits
AID2073: disruptors of CaV2.2 binding to Mint1 – biochemical, HTRF (AID 2073); HTRF protein-protein interaction, Mint1-CaV2.2; higher % means a stronger effect; inhibition, % at 20 µM, or IC50 in µM where a hit was titrated; 290,000 tested, 0.19% active; in the data active = inhibition mostly above about 51%, no sharp cut-off; inconclusive = no clear call, values can overlap the other calls; inactive = mostly below about 53%; note: some results filed as inactive read as strong as hits
KOR beta-arrestin-1: kappa opioid receptor blockers – cell-based, luminescence, uHTS (AID 1778); KOR beta-arrestin recruitment, luminescence, antagonist mode; higher % means a stronger effect; one-dose inhibition, % at 10 µM; IC50 in µM for titrated hits; 290,000 tested, 0.091% active; in the data active = inhibition above about 50%; note: strong numbers were not always called active
KOR beta-arrestin-2: kappa opioid receptor activators – cell-based, luminescence, uHTS, primary screen (AID 1777); KOR beta-arrestin recruitment, luminescence; higher % means a stronger effect; activation, % at 10 µM, or EC50 in µM where a hit was titrated; 280,000 tested, 0.02% active; in the data active = activation above about 50%, passing the limit was not always enough; note: a part of the inactive calls stands beside numbers as strong as those of hits
NOD1 inhibition: inhibition of NOD1-driven NF-kB reporter – cell-based, luminescence, uHTS, primary screen (AID 1578). 290,000 tested, 1% active. inhibition, % at 4 µM; hits with a dose series show EC50 in µM. NOD1-driven NF-kB luciferase reporter cells, luminescence; higher % means a stronger effect; in the data active = inhibition mostly above about 36%, no sharp cut-off; inactive = mostly below about 34%;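 note: HEK-293T reporter cells stimulated with the NOD1 agonist gamma-tri-DAP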
The depositor's hits bear a star; u = inconclusive; x = not tested or not shown; [ ] = remark or other dose.

SMILES	GPR35 arrestin U2OS	GPR55 activation	SIAH1 antagonists	GPR55 LPI antagonism	HIV fusion peptide	AID2073	KOR beta-arrestin-1	KOR beta-arrestin-2	NOD1 inhibition
Cc1cccc(NS(=O)(=O)c2csc(C(N)=O)c2)c1C	1%	-0.1%	2%	-9%	0.7%	3%	-7%	-7.1%	2%
O=C(Cc1c[nH]c2ccccc12)NCc1ccc(Cl)cc1	-9%	-0.4%	3%	3%	-0.5%	-4%	13%	-3.0%	-22%
C=CCn1c(=O)c(C(=O)Nc2ccccc2C)c(O)c2ccccc21	7%	-0.1%	2%	9%	1.9%	10%	-36%[20 µM]	3.3%	-57%
O=C(CSc1nnc(-c2cccnc2)o1)OC1CCCCC1	-8%	-0.1%	9%	2%	-0.2%	14%	22%	3.8%	x
O=C(Nc1ccccc1C(F)(F)F)c1c(F)cccc1Cl	19%	-0.1%	-4%	4%	0.5%	-4%	-4%[20 µM]	x	-38%
Cc1ccc(S(=O)(=O)N2CCC(C)CC2)cc1	-6%	-0.2%	0%	-7%	-1.2%	10%	8%	-1.0%	-15%
CC(=O)c1cc(CCC(=O)NC2CCCCCC2)oc1C	0%	0.2%	3%	10%	-1.0%	30%	-10%	-2.2%	-18%
COc1ccc(NC(=S)NNC(=O)c2ccccc2OC(F)F)cc1	3%	0.2%	0%	4%	-0.8%	-18%	-28%	-4.1%	-1%
C=CCn1c(SCC(=O)/C(C#N)=C(\C)N)nc2sc(CC)cc2c1=O	-3%	0.1%	-5%	-7%	0.1%	-7%	3%	3.7%	-10%
COC(=O)c1sccc1NC(=S)Nc1ccc(C)cc1	-1%	-0.1%	2%	10%	1.1%	-27%	0%	-1.8%	-4%
COc1cc(OC)c(OC)cc1CNC(=O)CCN1C(=O)c2cccc([N+](=O)[O-])c2C1=O	-17%	-0.2%	12%	17%	-0.7%	16%	-11%	-6.8%	-18%
CC(Sc1ccsc1[N+](=O)[O-])C(=O)N1CCN(c2ccccn2)CC1 (configuration not stated)	-5%	-0.5%	8%	9%	0.2%	8%	-16%	-3.6%	-29%
Cc1ccc(Nc2nc(-c3cccnc3)nc3ccccc23)cc1	13%	0.9%	-4%	8%	-2.3%	19%	20%	x	8%
CCCCOP(=O)(c1ccc(N(C)C)cc1)C(O)c1ccc(OC)cc1 (configuration not stated)	16%	-0.1%	-7%	10%	-1.1%	7%	27%	-4.5%	8%
COc1ccc(O)c(/C=N/NC(=O)c2cccc(N3CCCC3=O)c2)c1	4%	0.0%	-2%	8%	-0.1%	6%	-57%	1.9%	-56%
Cc1ccc(C)c(-c2cc(C(=O)N/N=C/c3cccnc3)c3ccccc3n2)c1	2%	-0.1%	2%	16%	1.5%	8%	32%	-0.6%	-18%
C/C(N)=C(/C#N)C(=O)COC(=O)COc1ccc(Cl)cc1	1%	0.3%	2%	11%	-1.4%	0%	33%	-0.9%	x
CCN1CCN(c2ncc3c(n2)CC(c2ccc(OC)c(OC)c2)CC3=O)CC1 (configuration not stated)	-14%	-0.3%	-4%	-3%	3.4%	-1%	-16%	x	-11%
COc1ccc(-n2c(=S)[nH]c3sc4c(c3c2=O)CCc2ccccc2-4)cc1	-4%	0.3%	-2%	-9%	5.4%	-11%	-18%	2.9%	-5%
Cc1ccccc1CN(C)CC(=O)Nc1ccccc1-c1ccccc1	-19%	-0.2%	7%	19%	3.3%	5%	-5%	0.2%	1%
O=C(CCC(=O)OCC(F)(F)C(F)F)Nc1ccc(Cl)cc1	-4%	-0.2%	7%	10%	3.0%	5%	-16%	6.2%	2%
COc1ccc(C2C3=C(CCCC3=O)Nc3nc(C(F)(F)F)nn32)c(OC)c1OC (configuration not stated)	-6%	-0.1%	-1%	1%	-0.6%	0%	-15%	3.2%	-4%
Cn1c(NNC(=O)c2cccc3ccccc23)cc(=O)n(C)c1=O	0%	0.3%	1%	10%	0.7%	2%	-13%	-1.0%	-8%
O=S(=O)(NCCc1ccncc1)c1ccc(F)cc1	-4%	-0.1%	-1%	4%	0.6%	3%	1%	-2.7%	-9%
O=C(CSc1ccccc1)Nc1ccc2c(c1)OCCO2	-12%	-0.2%	-1%	-2%	-0.9%	-4%	2%	-4.3%	-70%

Ordered by length of the SMILES (ascending): part of the list above.
SMILES	GPR35 arrestin U2OS	GPR55 activation	SIAH1 antagonists	GPR55 LPI antagonism	HIV fusion peptide	AID2073	KOR beta-arrestin-1	KOR beta-arrestin-2	NOD1 inhibition
O=C(CSc1nnc(-c2cccnc2)o1)OC1CCCCC1	-8%	-0.1%	9%	2%	-0.2%	14%	22%	3.8%	x
O=C(Nc1ccccc1C(F)(F)F)c1c(F)cccc1Cl	19%	-0.1%	-4%	4%	0.5%	-4%	-4%[20 µM]	x	-38%
O=C(CCC(=O)OCC(F)(F)C(F)F)Nc1ccc(Cl)cc1	-4%	-0.2%	7%	10%	3.0%	5%	-16%	6.2%	2%
CC(Sc1ccsc1[N+](=O)[O-])C(=O)N1CCN(c2ccccn2)CC1 (configuration not stated)	-5%	-0.5%	8%	9%	0.2%	8%	-16%	-3.6%	-29%
Cc1ccc(C)c(-c2cc(C(=O)N/N=C/c3cccnc3)c3ccccc3n2)c1	2%	-0.1%	2%	16%	1.5%	8%	32%	-0.6%	-18%

Next part:
SMILES	GPR35 arrestin U2OS	GPR55 activation	SIAH1 antagonists	GPR55 LPI antagonism	HIV fusion peptide	AID2073	KOR beta-arrestin-1	KOR beta-arrestin-2	NOD1 inhibition
C=CCn1cccc(C(=O)Nc2ccc(OCC)cc2)c1=O	0%	-0.3%	12%	-3%	0.1%	6%	-5%	-10%	-36%
O=C(NNC1=C(C(=O)C(F)(F)F)CCC1)c1cccnc1	13%	0.2%	-1%	11%	-1.3%	-14%	-20%[20 µM]	-4.5%	-5%
COc1ccc(NC(=O)CSc2nc(O)cc(=O)n2C)cc1	11%	0.0%	-1%	9%	0.3%	-6%	-17%	0.3%	-10%
Cc1cc(C)n(C(=O)N(c2ccccc2)c2ccccc2)n1	9%	-0.2%	0%	10%	-1.7%	2%	12%	0.6%	-2%
CC1CC(C)(C)CC2(C1)NC(=O)N(CC(=O)Nc1ccc(N3CCCCC3)cc1)C2=O (configuration not stated)	-8%	-0.1%	2%	7%	-0.3%	-3%	-9%	-1.1%	-47%
Cc1ccc(NC(=O)CSc2cccc[n+]2[O-])c([N+](=O)[O-])c1	4%	0.2%	-5%	2%	-1.3%	-6%	2%	-0.7%	-17%
O=C(CN1CCCc2ccccc21)N/N=C/c1ccccc1	-1%	-0.3%	3%	14%	-1.7%	-1%	25%	-9.3%	-26%
CN(Cc1ccccc1)C(=O)COC(=O)c1ccccc1NS(=O)(=O)c1cccc(N)c1	-6%	-0.3%	-4%	7%	-0.5%	0%	-14%	2.1%	12%
O=C(CCCC1=NS(=O)(=O)c2ccccc2N1)N1CCN(c2ccccc2)CC1	6%	-0.1%	3%	4%	-1.2%	7%	1%	1.5%	x
CN(Cc1cccc(F)c1)C(=O)c1ccc(S(=O)(=O)C(F)F)cc1	5%	-0.2%	-2%	-12%	-0.1%	5%	-23%	-0.6%	-13%
Cc1ccc(N(Cc2cc3ccccc3[nH]c2=O)S(C)(=O)=O)cc1	-1%	-0.7%	0%	-10%	-0.5%	-6%	-36%	9.2%	0%
CCOC(=O)C1=C(C)Nc2ccccc2N=C1NC(=O)/C=C/c1ccc(OC)cc1OC	-14%	0.0%	7%	-4%	6.5%	19%	-2%	-0.3%	-46%
CC(=O)c1cccc(NC(=O)Cn2cnc(S(=O)(=O)N3CCCC3)c2)c1	-6%	0.3%	0%	-5%	-0.7%	2%	-22%	-2.2%	2%
COc1ccc(-c2nc(CS(=O)(=O)CC(=O)NCc3ccccc3OC)c(C)o2)cc1	-12%	-0.2%	0%	0%	-2.1%	u	-39%	4.2%	47%
CCOC(=O)c1c(NC(=O)CN2CCCc3ccccc32)sc(C)c1CC	-4%	-0.2%	-1%	8%	4.1%	-2%	-34%	-1.4%	2%
COCCN(C(=O)CCC(=O)Nc1ccccn1)C(C(=O)NC(C)(C)C)c1ccc(OC)cc1 (configuration not stated)	1%	0.2%	18%	6%	-0.8%	-8%	5%	-2.0%	-4%
O=C(N/N=C/c1cccc([N+](=O)[O-])c1)c1c[nH]c2ccccc12	9%	-0.2%	17%	10%	-0.4%	-10%	10%	1.1%	-5%
CC1CCN(C(=O)c2cc3c(ccc4ccccc43)o2)CC1	-10%	-0.2%	-2%	4%	0.3%	-4%	25%	-5.9%	-96%
CCC(OC(=O)CCc1nc2ccccc2[nH]c1=O)C(=O)c1ccccc1 (configuration not stated)	3%	-0.1%	2%	-3%	-0.5%	-5%	-23%	0.4%	-18%
O=C(O)C1CCN(C(=O)COc2ccc(Br)cc2)CC1	-10%	-0.1%	-1%	6%	-0.2%	-2%	15%	-2.8%	-22%
Cc1nnc(-n2ncc(C#N)c2N)c2nn(-c3cccc(Cl)c3)c(C)c12	-2%	-0.4%	-6%	5%	-1.7%	6%	21%	-2.0%	-36%
COc1ccc(CC(=O)N2CC(C)CC(C)C2)cc1 (configuration not stated)	-13%	-0.2%	-1%	0%	-1.6%	-13%	-6%	-7.8%	2%
Cc1oc2c(CN3CCCCC3)c(O)ccc2c(=O)c1-c1ccc(Cl)cc1	-2%	-0.1%	2%	13%	0.7%	45%	13%	-6.3%	-7%
COc1cc(/C=N\Nc2nc3ccccc3o2)cc(OC)c1OC	4%	-0.3%	5%	-3%	-0.5%	-3%	-9%	3.0%	-28%
COc1ccc(OC)c(C2C(C#N)=C(N)N(N(C)C)C3=C2C(=O)CCC3)c1 (configuration not stated)	-2%	-0.1%	6%	14%	-1.1%	8%	41%	-5.9%	-2%
COc1ccc(OC)c(Nc2ncnc3ccccc23)c1	0%	-0.1%	1%	-7%	-2.2%	3%	2%	4.1%	13%
CCOC(=O)c1cccc(NC(=O)/C(=C\c2ccccc2)NC(=O)c2ccccc2Cl)c1	-6%	0.0%	0%	6%	0.5%	7%	-6%	0.6%	-34%
O=C(N/N=C/c1cc(Br)cc(Br)c1O)c1cccc(S(=O)(=O)N2CCOCC2)c1	-20%	-1.9%	6%	4%	80%*	4%	34%	3.0%	-4%

An excerpt of these results, with values under each structure.
The line under a structure holds: GPR35 arrestin U2OS	GPR55 activation	SIAH1 antagonists	GPR55 LPI antagonism	HIV fusion peptide	AID2073	KOR beta-arrestin-1	KOR beta-arrestin-2	NOD1 inhibition
- COc1ccc(C2C3=C(CCCC3=O)Nc3nc(C(F)(F)F)nn32)c(OC)c1OC (configuration not stated)
 : -6%	-0.1%	-1%	1%	-0.6%	0%	-15%	3.2%	-4%
- Cn1c(NNC(=O)c2cccc3ccccc23)cc(=O)n(C)c1=O
 : 0%	0.3%	1%	10%	0.7%	2%	-13%	-1.0%	-8%

Screening results (PubChem)

An excerpt (hit frequency here may not be typical).
